MIN6 prolif = induces beta-cell replication in MIN6 cells. proliferation, % at 10 µM. actives 0.29% (n = 330,000). MIN6 cells proliferation, ATPlite luminescence, 48 h; cells starved in 0.2% serum; 100% = growth in 10% serum;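 active = compounds whose signal lies at least 3.5 SD above the mean of all wells on their plate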;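 note: 0% = DMSO-treated cells in low-serum medium and 100% = 10% serum control; some compounds called inactive have numbers as strong as hits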
hIAP block = blocks human intestinal alkaline phosphatase; P09923; inhibition, % at 10 µM; purified IAP, CDP-Star luminescence, 30 min; actives 0.12% (n = 330,000);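 active = inhibition reaching a set limit with compound at 10 µM in the primary screen, cut at about 35% in these data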;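 note: plate controls were DMSO wells with enzyme for no effect and no-enzyme buffer wells for full effect; values of inactives mirror those of a sister screen read the other way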
Target sequence (P09923 whole entry, looked up): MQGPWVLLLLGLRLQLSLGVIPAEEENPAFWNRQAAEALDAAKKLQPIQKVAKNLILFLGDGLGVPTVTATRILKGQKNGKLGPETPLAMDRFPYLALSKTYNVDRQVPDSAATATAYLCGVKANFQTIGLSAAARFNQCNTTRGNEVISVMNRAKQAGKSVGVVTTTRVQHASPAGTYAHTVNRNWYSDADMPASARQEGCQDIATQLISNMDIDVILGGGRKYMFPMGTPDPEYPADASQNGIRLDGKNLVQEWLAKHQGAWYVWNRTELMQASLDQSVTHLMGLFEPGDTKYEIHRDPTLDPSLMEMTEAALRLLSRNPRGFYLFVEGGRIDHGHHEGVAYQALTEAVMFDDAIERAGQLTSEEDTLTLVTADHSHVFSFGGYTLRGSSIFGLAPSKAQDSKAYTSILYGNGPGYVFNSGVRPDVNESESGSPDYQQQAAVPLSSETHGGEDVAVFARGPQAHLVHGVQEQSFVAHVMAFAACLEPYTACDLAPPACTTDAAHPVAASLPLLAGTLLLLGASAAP
mIAP inh = mouse IAP inhibition; AID 2806; purified mouse IAP, CDP-Star luminescence, 30 min; actives 0.2% (n = 330,000); inhibition, % at 10 µM;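 active = inhibition of at least 40% at 10 µM in the primary screen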;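 note: plate controls were DMSO with enzyme for no effect and no enzyme wells for full effect; values of inactives mirror those of a sister screen read the other way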
APOBEC3A inh = blocks human APOBEC3A ssDNA deamination; P31941; recombinant A3A, FAM/TAMRA ssDNA deamination fluorescence; inhibition, % at 20 µM; actives 0.41% (n = 330,000); AID 493011;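 active = at least 40% inhibition at 20 µM here, with at most 30% in a related deaminase screen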;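 note: plate controls were A3A with DMSO for no effect and wells lacking A3A enzyme for full effect; some results filed as inactive read as strong as hits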
APOBEC3G inh = inhibitors of human APOBEC3G DNA deaminase | Q9HC16 | recombinant A3G, ssDNA deamination FAM/TAMRA fluorescence | inhibition, % at 20 µM | actives 0.28% (n = 330,000) | AID 493012;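 active = inhibition of at least 40% at 20 µM, with no more than 30% in the related APOBEC3A deaminase screen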;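 note: plate controls were DMSO wells with A3G for no effect and wells lacking A3G enzyme for full effect; some compounds called inactive have numbers as strong as hits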
MPTP inh = inhibitors of mitochondrial permeability transition pore | isolated mouse mitochondria, Ca2+ swelling absorbance, 30 min | inhibition, % at 10 µM | actives 1.4% (n = 360,000);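 active = inhibition of 50% or more, scaled per plate between neutral and stimulator controls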;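 note: 0% = DMSO wells given calcium and 100% = 1 mM EGTA wells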
hIAP activ = increases human intestinal alkaline phosphatase activity; activation factor at 10 µM; purified human IAP, CDP-Star luminescence, 30 min; stronger effect = higher value; 1 = vehicle-only enzyme, 0 = enzyme-free background; AID 2524; actives 0.16% (n = 330,000); P09923;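 active = activation factor of the enzyme at least 2-fold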; note: the source names both 10 and 20 µM as test concentration; values of inactives mirror those of a sister screen read the other way
ATG4B inhibitor = blocks human ATG4B protease cleavage of LC3 substrate | Q9Y4P1 | ATG4B cleavage of LC3-PLA2, NBD-HPC fluorescence, 1 h | inhibition, % at 8.33 µM | actives 0.51% (n = 340,000); in the data active = inhibition above about 40%
Target sequence (Q9Y4P1 whole entry, looked up): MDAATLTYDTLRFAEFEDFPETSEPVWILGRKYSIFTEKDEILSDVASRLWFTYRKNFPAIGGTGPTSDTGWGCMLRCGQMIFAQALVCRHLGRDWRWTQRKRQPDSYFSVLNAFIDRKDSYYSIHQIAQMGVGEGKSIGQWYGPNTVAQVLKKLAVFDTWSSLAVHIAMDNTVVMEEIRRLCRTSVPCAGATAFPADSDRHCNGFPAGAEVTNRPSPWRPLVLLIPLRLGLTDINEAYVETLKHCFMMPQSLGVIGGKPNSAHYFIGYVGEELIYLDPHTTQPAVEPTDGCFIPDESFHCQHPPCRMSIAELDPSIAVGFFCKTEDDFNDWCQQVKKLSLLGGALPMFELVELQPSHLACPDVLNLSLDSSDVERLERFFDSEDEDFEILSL
mIAP act = increases mouse intestinal alkaline phosphatase activity. activation factor at 10 µM. actives 0.24% (n = 330,000). AID 2805. muIAP, CDP-Star luminescence, 30 min; stronger effect = higher value; 1 = vehicle-only enzyme signal, 0 = enzyme-free wells;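 active = activation factor of at least 2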; note: the source names both 10 and 20 µM as test concentration; values of inactives mirror those of a sister screen read the other way
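System: mouse IAP enzyme. Reagent: CDP-Star chemiluminescent phosphatase substrate. Benchmarks: DMSO wells, no-enzyme wells. Times: 30 min enzyme-substrate-compound incubation at room temperature. Detection: luminescence from enzymatic CDP-Star hydrolysis. Doses: test compounds delivered from DMSO solution.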
Active calls of the source: *. An unsorted share of the library, and some 3.3% of all compounds hit somewhere here.

Fields: MIN6 prolif	hIAP block	mIAP inh	APOBEC3A inh	APOBEC3G inh	MPTP inh	hIAP activ	ATG4B inhibitor	mIAP act
CC(=O)Oc1ccc(-n2c(=O)c3ccccc3c3ccccc3c2=O)cc1
 : -1	6	-2	-1	-7	0.3	0.94	-6	1
O=C(O)c1ccccc1SCC(=O)N1CCCCC1
 : 0	-1	-1	0	-5	2.9	1	2	1
COc1ccc(-n2c(Cc3cccn3C)nnc2SCC(=O)N2CCCc3ccccc32)cc1
 : -4	-12	1	1	-6	-0.8	1.1	22	0.99
CC(C)c1nnc(NC(=O)C2CCN(C(=O)c3ccco3)CC2)s1
 : 4	4	-4	-3	-11	-1.4	0.96	-4	1
CCOC(=O)CN(C(=O)CSc1nnc(-c2ccc(OC)c(OC)c2)o1)c1ccccc1
 : 1	-7	3	-1	-2	7.4	1.1	2	0.97
Cc1cccc(NC(=O)CSc2nnc(Cn3nnc(-c4ccccc4)n3)n2-c2ccccc2)c1
 : -3	17	-2	2	-3	4.0	0.83	-10	1
CCCOC(=O)Oc1ccc2c(=O)c(Oc3cc(C)cc(C)c3)coc2c1
 : -3	3	2	-3	-9	16	0.97	5	0.98
Nc1nc(F)cc(NCc2ccccc2)n1
 : -1	5	-1	-4	-8	-3.3	0.95	-3	1
Brc1cccc(CNCc2cccs2)c1
 : 2	-1	7	0	-4	-0.3	1	0	0.93
COc1cc(OC)cc(-c2c(-c3ccc(F)cc3)c3cc(-c4cnc(OC)nc4)ccc3n2C)c1
 : -5	-4	5	-5	-4	1.2	1	3	0.95

(list continues)
Fields: MIN6 prolif	hIAP block	mIAP inh	APOBEC3A inh	APOBEC3G inh	MPTP inh	hIAP activ	ATG4B inhibitor	mIAP act
COc1cc(CN2CCC(CO)(CCOc3ccccc3)CC2)cc(OC)c1
 : -1	-8	1	0	-2	0.4	1.1	-8	0.99
N#CC1(NC(=O)CSc2nnc(-c3ccccc3F)n2N)CCCCC1
 : -3	-8	2	-1	-10	-2.6	1.1	-3	0.98
CN(C)/C=C/C1=C([N+](=O)[O-])C(c2cccc([N+](=O)[O-])c2)NC(=O)N1 (configuration not stated)
 : -3	4	6	2	3	1.1	0.96	1	0.94
COc1ccccc1C(=O)Nc1ccnn1C1CCN(Cc2ccccc2OCCO)CC1
 : -6	-21	6	-4	-5	3.1	1.2	8	0.94
CCC[C@H](CN[C@@H](CNC)[C@H](C)CC)NCCc1cc(C(F)(F)F)cc(C(F)(F)F)c1
 : -9	-14	-10	0	5	10	1.1	-6	1.1
Cc1ccc(NC(=O)C2CC(=O)N/C(=N/N=C/c3ccco3)S2)cc1 (configuration not stated)
 : 2	10	2	-2	-5	-1.7	0.9	6	0.98
Cn1c(SCC(=O)C(C)(C)C)nnc1-c1ccccn1
 : 2	6	0	-2	-12	0.8	0.94	-7	1
COc1ccc(C2=CC(c3cccc(OC)c3)n3nnnc3N2)cc1 (configuration not stated)
 : -2	16	14	-3	-2	3.5	0.84	0	0.86
COCCN1C=C(C(=O)OC)C(c2ccccc2Cl)C(C(=O)OC)=C1
 : -3	-5	-14	-5	-4	-3.4	1.1	-4	1.1
O=C(O)C(c1ccccc1)N1C(=O)/C(=C\c2ccc(-c3ccc(Br)cc3)o2)SC1=S (configuration not stated)
 : -5	25	17	20	5	6.5	0.75	23	0.83

Other structures
Fields: MIN6 prolif	hIAP block	mIAP inh	APOBEC3A inh	APOBEC3G inh	MPTP inh	hIAP activ	ATG4B inhibitor	mIAP act
O=C(COC(=O)c1cc([N+](=O)[O-])ccc1N1CCOCC1)c1ccccc1Cl
 : 5	-1	9	0	-9	1.1	1	-3	0.91
Cc1cc(O)c(-c2ccno2)cc1Cl
 : -2	-5	-5	0	-3	82*	1.1	2	1
O=C(Nc1ccc(S(=O)(=O)Nc2nccs2)cc1)C1CC(=O)N(c2ccc(Cl)cc2)C1 (configuration not stated)
 : 0	8	9	-1	-11	0.4	0.92	-8	0.91
COc1ccc2o/c(=N\O)c(C(=O)Nc3ccccc3OC)cc2c1
 : -7	1	3	-3	-1	0.5	0.99	-12	0.97
O=C(Cc1ccccc1)Nc1ccc(NC(=O)c2ccc(Br)cc2)cc1
 : 2	-22	1	0	-2	0.2	1.2	7	0.99
CCOC(=O)c1[nH]c(C)c(C(=O)N2CCN(C(=O)c3ccco3)CC2)c1C
 : -2	11	8	4	-1	-1.3	0.89	-6	0.92
O=C(CN1c2ccccc2S(=O)(=O)c2ccccc21)Nc1ccccc1F
 : -2	-11	3	-3	-2	0.9	1.1	0	0.97
Cn1c(SCC(=O)NC(=O)Nc2ccccc2)nnc1-c1ccncc1
 : -2	8	1	-1	-2	1.0	0.92	-1	0.99
Cc1cc(C(=O)NCc2ccccc2Cl)n(-c2ccccc2)n1
 : 3	0	-8	1	-2	0.8	1	1	1.1
CC(C)CN(C(=O)C1CCCO1)C1CCS(=O)(=O)C1 (configuration not stated)
 : 0	16	8	-2	-5	-0.2	0.84	1	0.92

Next structures follow:
Fields: MIN6 prolif	hIAP block	mIAP inh	APOBEC3A inh	APOBEC3G inh	MPTP inh	hIAP activ	ATG4B inhibitor	mIAP act
Cc1ccc(Nc2nnc(-c3ccncc3)s2)c(Br)c1
 : 0	-16	4	2	3	2.4	1.2	1	0.96
CCOC(=O)c1cc2c(C(F)(F)F)cc(-c3cccnc3)nc2o1
 : 1	7	2	2	-4	22	0.93	1	0.98
COc1cccc(OCCSc2nc(C)c(Cc3ccccc3)c(=O)[nH]2)c1
 : 1	3	5	-4	-8	2.2	0.97	-7	0.95
O=C(N/N=C/c1cccs1)c1n[nH]c2c1CCCC2
 : -5	-67	-5	-6	-12	1.3	1.7	6	1
Cc1cccc(-n2c(Cc3ccccc3)nnc2SCC(=O)N2CCOCC2)c1
 : -1	-21	5	-2	-5	-0.5	1.2	-4	0.95
N#C/C(=C/c1ccc(N2CCCCCC2)o1)c1ccc(F)cc1
 : -4	-11	1	-2	16	-0.5	1.1	-4	0.99
Clc1ccccc1-c1ccc2ncnc(NCc3cccs3)c2c1
 : -6	-6	-16	-2	-5	1.1	1.1	17	1.2
COc1cc(/C=N/NC(=O)c2cccc(NC(=O)c3ccccc3)c2)ccc1O
 : 1	18	-6	-2	-8	-2.4	0.82	-9	1.1
Cc1nn(-c2cccc3cccnc23)c(=O)c2ccccc12
 : -2	-12	4	0	-4	-2.0	1.1	-2	0.96
CCN(C(=O)N1CCOCC1)c1ccccc1
 : 0	-3	13	-6	-5	1.4	1	1	0.87

(listing goes on)
Fields: MIN6 prolif	hIAP block	mIAP inh	APOBEC3A inh	APOBEC3G inh	MPTP inh	hIAP activ	ATG4B inhibitor	mIAP act
Cc1cc(N2CCOCC2)ccc1/C=C1\NC(=O)N(Cc2ccccc2F)C1=O
 : -2	-2	-8	-6	-3	1.0	1	-3	1.1
O=C(NCCCNC(=O)c1ccco1)c1ccc(Cl)c(Cl)c1
 : -3	2	-1	-2	-4	-0.7	0.98	2	1
Cc1ccc(C)c(-c2ccc(=O)n(Cc3c(F)cccc3Cl)n2)c1
 : 0	12	3	-2	-8	-0.6	0.88	-7	0.97
CC(=O)c1c(C)[nH]c(C(=O)OCC(=O)Nc2sc3c(c2C#N)CCC(C)C3)c1C (configuration not stated)
 : -6	-12	22	9	-1	105*	1.1	2	0.78
O=C(NCc1cccnc1)C1COc2ccccc2O1 (configuration not stated)
 : -1	-15	-3	3	2	-0.2	1.1	0	1
CN(C)C(=O)C1Cc2ccccc2CN1S(=O)(=O)c1cccs1 (configuration not stated)
 : 5	8	-1	3	0	-1.2	0.92	9	1
O=S(=O)(Cc1cc(Cl)nc(-c2ccccc2)n1)c1ccccc1
 : -4	4	3	-1	-4	-0.3	0.96	21	0.97
CCOC(=O)n1c(=O)n(Cc2ccc(Cl)cc2Cl)c2ccccc21
 : -2	5	12	11	-4	0.0	0.95	-6	0.88
Cc1c(N=C2NN=C(c3ccc(Cl)cc3)CS2)c(=O)n(-c2ccccc2)n1C
 : -4	0	8	-4	18	-0.4	1	-9	0.92
Cc1cc(C)c2ccc(=O)n(CC(=O)N/N=C/c3ccccc3Cl)c2n1
 : -1	-6	-3	-2	-5	2.1	1.1	-4	1

3 entries from above, sorted by molecular weight, falling:
Fields: MIN6 prolif	hIAP block	mIAP inh	APOBEC3A inh	APOBEC3G inh	MPTP inh	hIAP activ	ATG4B inhibitor	mIAP act
O=C(COC(=O)c1cc([N+](=O)[O-])ccc1N1CCOCC1)c1ccccc1Cl
 : 5	-1	9	0	-9	1.1	1	-3	0.91
COc1cccc(OCCSc2nc(C)c(Cc3ccccc3)c(=O)[nH]2)c1
 : 1	3	5	-4	-8	2.2	0.97	-7	0.95
Cc1nn(-c2cccc3cccnc23)c(=O)c2ccccc12
 : -2	-12	4	0	-4	-2.0	1.1	-2	0.96

(cont.)
Fields: MIN6 prolif	hIAP block	mIAP inh	APOBEC3A inh	APOBEC3G inh	MPTP inh	hIAP activ	ATG4B inhibitor	mIAP act
O=C(COc1ccccc1)Nc1ccc(Cl)cn1
 : 0	-12	4	1	13	1.4	1.1	0	0.96
CN(C)CCCNC(=O)c1cc(C(=O)c2ccccc2F)c[nH]1
 : -1	2	4	0	-3	-1.2	0.98	2	0.96
O=C(/C=C/c1cn(-c2ccccc2)nc1-c1cccc(Cl)c1)N1CCN(c2ccccn2)CC1
 : -6	16	-8	-2	-6	-2.2	0.84	-6	1.1
O=C1CS(=O)(=O)c2ccccc2N1
 : 0	-2	-3	9	-7	-1.1	1	2	1
O=C(NCc1cccc(Cl)c1)C1CCC(=O)N(CCCN2CCCC2=O)C1 (configuration not stated)
 : -2	6	-3	1	-6	0.1	0.94	4	1
O=C(CSc1ccc2nnc(-c3ccccn3)n2n1)NCc1ccc2c(c1)OCO2
 : -3	-8	-6	1	-11	-0.4	1.1	-1	1.1
CC(C)CN(CC(C)C)c1nnc(NC(=O)Cn2c(=O)oc3ccccc32)s1
 : -1	-6	9	-6	-6	0.4	1.1	-9	0.91
Cc1cc(C)c(S(=O)(=O)n2cnc3ccccc32)c(C)c1
 : -2	12	-2	1	-1	0.4	0.88	3	1
CNC(=O)c1cc2cc(Cc3ccccc3Cl)ccc2oc1=O
 : 1	6	7	4	4	-0.2	0.94	0	0.93
COC(=O)c1c(-c2ccc(SC)cc2)sc2ccccc12
 : -4	9	0	0	-5	0.6	0.91	13	1
Cc1c(Cl)cccc1NC(=O)Cc1ccc([N+](=O)[O-])cc1
 : -3	-6	10	-1	-6	35	1.1	0	0.9
O=C(CCS(=O)(=O)c1cccc2nsnc12)NC1CCCCCC1
 : -4	14	1	3	-1	-0.1	0.86	-16	0.99
